# ELG1 genotoxic – qHTS screen for small molecules that induce genotoxicity in human embryonic kidney (HEK293T) cells expressing luciferase-tagged ELG1; hit rate 1.3% among 330,000; HEK293T ELG1-luciferase reporter, luminescence, 16 h; Potency, µM (series often up to 46 µM), for the others: top-dose activity change, positive = activation, most hits filed as activators; further: potency means the concentration at half of the fitted maximal effect; % of control where 0% means no effect; nearly all actives have a fitted effect of over 60% in size
#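 Step 1: seed 2,000 HEK293T ELG1-luciferase cells per well. Step 2: add compound or DMSO, incubate 16 hr at 37 °C. Step 3: ONE-Glo, 30 min at room temperature, read luminescence.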
# NPC1 promoter act – qHTS Assay for NPC1 Promoter Activators | Huh7 NPC1 promoter luciferase reporter, 24 h | Potency, µM (highest dose often 9.22 µM), for inactives: at the highest dose activation, most hits filed as activators | hit rate 2.4% among 320,000 | AID 485313, 2010;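 further: potency means the concentration at half of the fitted maximal effect; % of control where 0% means no effect; nearly all actives have a fitted effect of over 60% in size; reporter is driven by a mutant NPC1 promoter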
#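 NPC1 promoter–luciferase Huh7 cells; 24 h compound; luminescence.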
# Giardia kill – Small Molecules that selectively kill Giardia lamblia: qHTS | Giardia lamblia trophozoite viability | activity change, % at 7.66 µM, hits read low | hit rate 0.15% among 340,000; in the data active means activity change below about -80%; inconclusive means between about -30% and that limit;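 further: parasites exposed to compound for two days anaerobically before the ATP read; on the % scale 0 is the no-effect control and ±100 the full control effect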
#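 Compounds were tested on trophozoites seeded at 100 cells/well and held 48 hrs at 37 deg C anaerobically. An ATP-based luminescent kit measured the remaining live cells.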
# Tb PFK inh – qHTS Assay to Find Inhibitors of T. brucei phosphofructokinase. ATP-dependent 6-phosphofructokinase (Trypanosoma brucei brucei), O15648. T. brucei PFK, ADP-Glo luminescence. Potency, µM (top dose mostly 57.5 µM), without a hit: at the top dose activity, negative = inhibition, most hits filed as inhibitors. hit rate 0.17% among 330,000;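 further: potency means the concentration at half of the fitted maximal effect; 0% = uninhibited 1x PFK enzyme wells and -100% = no-enzyme wells; nearly all actives have a fitted effect of over 60% in size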
# Target sequence (O15648 whole entry, looked up): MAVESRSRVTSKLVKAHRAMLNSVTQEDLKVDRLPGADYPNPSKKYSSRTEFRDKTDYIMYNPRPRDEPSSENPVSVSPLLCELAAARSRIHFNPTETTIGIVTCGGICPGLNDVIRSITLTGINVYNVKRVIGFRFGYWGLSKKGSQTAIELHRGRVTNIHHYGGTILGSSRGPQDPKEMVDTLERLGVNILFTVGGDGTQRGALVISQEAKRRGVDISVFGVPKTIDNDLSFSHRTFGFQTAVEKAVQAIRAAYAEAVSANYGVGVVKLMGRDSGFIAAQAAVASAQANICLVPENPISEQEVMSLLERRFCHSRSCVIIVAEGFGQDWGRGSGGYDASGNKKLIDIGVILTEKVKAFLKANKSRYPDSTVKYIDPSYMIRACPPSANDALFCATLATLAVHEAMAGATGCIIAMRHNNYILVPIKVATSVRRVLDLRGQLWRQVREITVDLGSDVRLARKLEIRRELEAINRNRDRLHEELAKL
#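 1.25 nM PFK with 0.5 mM F6P and 0.1 mM ATP in 0.1 M TEA pH 8.0, 5 mM MgCl2, incubated 45 min at room temperature; ADP measured by ADP-Glo luminescence; compounds titrated up to 57 uM.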
# uPA surface inh – qHTS for Inhibitors of Cell Surface uPA Generation | Potency, µM (series often up to 38.3 µM), inactives show at the top dose activity change, negative = inhibition, hits mostly inhibitors | cell surface uPA generation assay, qHTS | AID 540303, 2011 | hit rate 0.31% among 330,000; active means well fitted inhibition curve with a large enough effect; inconclusive means small, poorly fitted or top-dose-only effect; inactive means no such curve, though single readings can be large or run the other way; tested in mouse RAW 264.7 cells; further: potency means the concentration at half of the fitted maximal effect; on the % scale 0 is the no-effect control and ±100 the full control effect; nearly all actives have a fitted effect of over 55% in size
# RORgamma inh – qHTS for inhibitors of ROR gamma transcriptional activity | Drosophila S2 Gal4-RORgamma UAS-luciferase reporter, 20 h | Potency, µM (highest dose often 53.6 µM), without a hit: at the highest dose activity change, negative = inhibition, most hits filed as inhibitors | hit rate 5.4% among 310,000 | AID 2551, 2010; further: potency means the concentration at half of the fitted maximal effect; on the % scale 0 is the no-effect control and ±100 the full control effect; nearly all actives have a fitted effect of over 60% in size
#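 ROR gamma transcriptional activity was tracked as Gal4-UAS luciferase output in stably transfected Drosophila Schneider cells, with compound added 1 hr before 700 uM copper sulfate induction and a 20 hr ambient-temperature incubation.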
# Rab9 prom act – qHTS Assay for Rab9 Promoter Activators. Huh7 Rab9 promoter-luciferase reporter, luminescence, 24 h. Potency, µM (doses to about 9.22 µM), inactives show at the highest dose activation, negative = inhibition, usual class: activators. hit rate 2.8% among 320,000. AID 485297, 2010; further: potency means the concentration at half of the fitted maximal effect; % of control where 0% means no effect; nearly all actives have a fitted effect of over 60% in size
#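 Luminescence read-out: Huh7 cells stably expressing Rab9-luciferase, treated 24 h with compound at 37 °C, then lysed with luciferase reagent for 10 min at ambient before reading.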
# FLuc counter – qHTS profiling assay for firefly luciferase inhibitor/activator using purifed enzyme and Km concentrations of substrates (counterscreen for miR-21 project) | Luciferin 4-monooxygenase (Photinus pyralis), P08659 | purified FLuc, Km substrates, luminescence inhibition | Potency, µM (doses to about 57.5 µM), for the others: at the top dose activity change, negative = inhibition, most hits filed as inhibitors | hit rate 6.9% among 360,000 | AID 588342, 2011;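 further: potency means the concentration at half of the fitted maximal effect; plate controls were vehicle for no effect and reference inhibitor for full effect; nearly all actives have a fitted effect of over 55% in size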
# Target sequence (P08659 whole entry, looked up): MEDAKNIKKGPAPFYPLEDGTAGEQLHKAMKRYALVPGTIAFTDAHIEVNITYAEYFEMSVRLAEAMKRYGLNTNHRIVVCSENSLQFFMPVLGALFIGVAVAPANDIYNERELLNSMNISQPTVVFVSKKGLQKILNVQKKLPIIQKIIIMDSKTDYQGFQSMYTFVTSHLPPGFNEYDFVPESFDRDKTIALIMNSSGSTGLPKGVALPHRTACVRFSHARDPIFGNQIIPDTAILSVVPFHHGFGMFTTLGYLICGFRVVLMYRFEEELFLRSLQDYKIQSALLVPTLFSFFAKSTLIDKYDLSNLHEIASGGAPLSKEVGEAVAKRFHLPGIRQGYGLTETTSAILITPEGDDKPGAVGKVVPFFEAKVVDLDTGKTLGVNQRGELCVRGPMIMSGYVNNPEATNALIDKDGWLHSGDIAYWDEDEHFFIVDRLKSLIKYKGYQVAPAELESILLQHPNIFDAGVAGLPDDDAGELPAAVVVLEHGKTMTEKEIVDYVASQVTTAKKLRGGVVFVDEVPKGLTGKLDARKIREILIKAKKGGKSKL
#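 Biochemical qHTS of compounds, final roughly 60 µM downward over six points, against 10 nM purified firefly luciferase using Km concentrations of substrates (10 uM D-luciferin, 10 uM ATP) in Tris acetate pH 7.5 buffer; luminescence output.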
# Gal4-VP16 FLuc – VP16 counterscreen qHTS for inhibitors of ROR gamma transcriptional activity; Drosophila S2 Gal4-VP16 UAS-luciferase, luminescence, 20 h; Potency, µM (series often up to 53.6 µM), for the others: top-dose activity, negative = inhibition, most hits filed as inhibitors; hit rate 3.5% among 310,000;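 further: Gal4-VP16 expression switched on by copper sulfate through the metallothionein promoter; potency means the concentration at half of the fitted maximal effect; on the % scale 0 is the no-effect control and ±100 the full control effect; nearly all actives have a fitted effect of over 50% in size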
# KCNH2 3.1 inh – qHTS for Inhibitors of KCHN2 3.1: Mutant qHTS; Potassium voltage-gated channel subfamily H member 2, brain isoform KCNH2 3.1 (human); U2OS KCNH2 3.1, thallium flux FluxOr; active compounds read low; activity change, % (tested at about 1.8 µM); hit rate 0.95% among 340,000; AID 720553, 2013;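 active means maximum activity change below -70%; inconclusive means maximum activity change from -70% to -50%; inactive means maximum activity change above -50%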;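 further: thallium influx rate constant from kinetic fluorescence after stimulation buffer; on the % scale 0 is the no-effect control and ±100 the full control effect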
#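 Kinetic fluorescence (2 min after stimulation buffer) measures Tl+ influx through KCNH2 3.1 expressed by viral transduction in U2OS cells; the rate constant is normalized against DMSO controls serving as positive and negative references.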
# FBPA coupling cs – qHTS Assay for Inhibitors of Fructose-1,6-bisphosphate Aldolase from Giardia Lamblia: Coupling assay counterscreen | coupling enzyme system counterscreen, AmpLite Red fluorescence | activity change, negative = inhibition, % at 58.2 µM, hits read low | hit rate 0.67% among 290,000 | AID 2472, 2010; in the data active means activity change below about -30%; further: on the % scale 0 is the no-effect control and ±100 the full control effect
#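 Activity here indicates interference with the coupling reaction, not aldolase inhibition. Compounds at 57.5 uM final met coupling enzymes for 10 min at RT; substrate and AmpLite Red detection followed, with a 525/598 nm fluorescence read after 20 min.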
# * = called active by the depositor; ? = inconclusive; nt = no result given; [ ] = remark or other dose. Unless noted, the call rests on the fitted dose curve; in most records, active means well fitted curve in the direction sought with a large enough effect; inconclusive means small, poorly fitted or top-dose-only effect, or another doubt; inactive means no such curve, though single readings can be large; an effect the other way counts as inactive or inconclusive.
SMILES,ELG1 genotoxic,NPC1 promoter act,Giardia kill,Tb PFK inh,uPA surface inh,RORgamma inh,Rab9 prom act,FLuc counter,Gal4-VP16 FLuc,KCNH2 3.1 inh,FBPA coupling cs
Cc1nc2cc(NC(=O)Nc3cccc([N+](=O)[O-])c3)ccc2n1C,?,0.35µM*,-19,-3%,-4%,-38%,0.71µM*,1.9µM*,-2%,-75*,-3
O=c1[nH]c(Cc2ccccc2)nc2ccccc12,-1%,-1%,0,1%,10%,-1%,16%,-1%,-4%,11,0
O=C(NCc1cc(C(F)(F)F)cc(C(F)(F)F)c1)C1CC(c2ccccc2[N+](=O)[O-])=NO1 (stereo not given),-1%,-2%,-7,1%,13%,?,0%,5%,-8%,5,-2
CCC1(CC)NC(=O)NC1=O,0%,5%,-7,0%,-2%,-14%,-7%,3%,11%,8,-3
CCc1ccc(OCC(=O)N2CCN(c3ccccc3F)CC2)cc1,-4%,2%,-8,0%,-13%,36%,7%,-15%,18%,-7,0
Cc1oc(-c2ccc(Cl)cc2)nc1CS(=O)CC(=O)NCCN1CCCC1 (stereo not given),12%,2%,9,1%,-12%,9%,4%,7%,5%,7,1
COCCNC(=O)Cn1cc(S(=O)(=O)N2CCN(c3ccccc3F)CC2)c2ccccc2c1=O,4%,-6%,5,-2%,2%,13%,3%,-10%,-1%,-19,-1
CCO[C@@H]1OC(C(=O)NCc2nc3ccccc3[nH]2)=C[C@H](C2CC2)[C@H]1CCCO,-2%,-20%,-3,-1%,4.5µM*,-20%,-18%,0%,-9%,1,3
COc1ccc(NC(=O)CN2CCN(S(=O)(=O)c3ccc(Br)cc3)CC2)c(OC)c1,2%,-2%,-3,0%,-4%,-8%,-3%,0%,-2%,11,nt
CCCOc1cccc(C(=O)Nc2nnn(CCC)n2)c1,?,18%,0,-7%,-3%,?,?,?,3%,3,1
O=C(CN1C(=O)C2CC=CCC2C1=O)Nc1ccc(F)cc1F (stereo not given),0%,1%,-3,-8%,-6%,nt,-4%,-2%,nt,22,nt
CCC(C)[C@H](NC(=O)NCc1cccc(OC)c1)C(=O)OC (stereo not given in full),3%,0%,14,0%,6%,24%,-2%,0%,9%,5,4
COCCn1c(SCC(=O)Nc2ccc(F)cc2F)nc2c([nH]c3ccccc32)c1=O,8%,8%,-5,0%,1%,-20%,12%,3%,-7%,nt,nt
O=C(CC1CCCCC1)NCc1ccccc1Cl,?,?,-18,5%,-4%,-9%,?,?,25%,3,1
O=C(NCCN1CCOCC1)c1ccccc1Cl,0%,-2%,13,3%,63%[activator],?,2%,1%,-4%,0,2
COc1cccc(CNCCSc2nnnn2C)c1OC,-1%,1%,-11,-4%,nt,-11%,-5%,-1%,-2%,-4,3
O=S(=O)(NCc1ccccc1Br)c1cccs1,15%,4%,18,-7%,nt,18%,0%,-6%,-8%[0.365 µM],-7,0
CC1CCCN(C(=O)CCS(=O)(=O)Cc2ccccc2)C1 (stereo not given),4%,9%,-10,3%,nt,21%,12%,3%,9%,-7,-3
COC(=O)Nc1csc2c1NC(=O)CCCC2,-3%,-3%,-19,1%,2%,11%,-2%,-3%,-8%,7,-4
Cc1ccc(S(=O)(=O)Nc2ccccc2F)cc1C(=O)NCc1ccco1,-1%,-2%,-9,-2%,-7%,nt,-2%,-2%,nt,19,nt
CN(C)c1ccc(N2C(=O)CC(c3ccccc3)CC2=O)cc1,3%,1%,-4,0%,3%,11%,1%,-18%,-13%,0,-2
Cc1ccc(Nc2nc(N)nc(CSc3nnc(-c4ccncc4)o3)n2)cc1,5%,3%,15,-1%,4%,24%,1%,?,3%,-6,3
Cc1cc(C)nc(-n2ncc3c2CC(c2ccccc2C)CC3=O)n1 (stereo not given),-1%,1%,11,-9%,-5%,-31%,1%,1%,-6%,9,3
OCCOCCN1CCN(C(=S)Nc2ccccc2)CC1,0%,-3%,10,-1%,1%,7%,-7%,-10%,4%,-10,-2
CN(CC(=O)Nc1nc2ccccc2s1)S(=O)(=O)c1ccc(Cl)cc1,-5%,7%,6,2%,4%,36%,13%,-17%,7%,29,-1
CCn1c(CNC(=O)COc2ccc(C(C)C)cc2)nnc1SCC(=O)Nc1cc(F)ccc1C,-8%,-2%,-5,-3%,5%,?,0%,-17%,-3%,-7,1
Cc1ccc(OCC(=O)Oc2ccc(C)c(C)c2)cc1,-6%,4%,20,-4%,1%,-7%,1%,?,-15%,2,-2
CCOC(=O)c1cc(-c2nnc(-c3ccc(Oc4ccccc4)cc3)o2)c(C)nc1C,-11%,-1%,-1,0%,15%,0%,-3%,-11%,-3%,-2,4
Cc1cc(C)nc(N(C#N)S(=O)(=O)c2ccccc2)n1,4%,-1%,-7,-1%,4%,9%,2%,7%,-7%,0,-1
COc1ccc(/C(O)=C2/C(=O)C(=O)N(CCCC(=O)O)C2c2ccc(OC)c(OC)c2)cc1 (stereo not given),3%,-2%,-1,-4%,-3%,-8%,-6%,-3%,2%,10,6
O=S(=O)(NCc1ccc2c(c1)OCO2)c1cccc2nsnc12,0%,-5%,9,-2%,-9%,-2%,1%,0%,2%,-16,0
Clc1cc(Cl)cc(Nc2ncnc(-n3cccc3)n2)c1,-1%,23%,9,0%,-2%,8%,-6%,-4%,-13%,-6,-2
O=C(c1cc(-c2ccc(Cl)c(Cl)c2)on1)N1CCCCCC1,?,2µM*,-3,-1%,-2%,-21%,2.8µM*,4.8µM*,5%,4,1
On1onc2c3cc(-c4ccccc4)nc3ccc21,?,-33%[inhibitor],0,0%,-11%,7.9µM*,-24%,?,10µM*,-27,-12
CC(C)(O)C#Cc1ccc(C(=O)NCc2cccs2)s1,6%,-6%,9,-1%,5%,22%,-2%,-17%,-6%,-7,2
O=C(Nc1cccc(-c2nc3ccccc3s2)c1)c1ccc2c(c1)OCO2,1%,14%,9,-3%,-4%,16%,-2%,12µM*,8%,10,nt
CCc1cccc(NC(=O)CCCn2nc(C)c3c(C)n(-c4ccccc4)nc3c2=O)c1,-7%,-6%,16,-6%,-7%,2%,-5%,-2%,-8%,2,nt
CCN=C(NCC)SC1CC(=O)N(c2ccc(OC)cc2)C1=O (stereo not given),0%,0%,-23,2%,6%,3%,-1%,-18%,7%,-4,1
COc1cc(C#N)ccc1OC(=O)c1cccc(S(=O)(=O)N2CCN(C)CC2)c1,1%,1%,-6,-1%,-3%,nt,1%,-1%,nt,10,nt
CCCCN1C(=O)/C(=C/C=C2/CC(C)(C)CN2C)SC1=S,?,28%,-7,1%,2%,22%[10 µM],?,9.5µM*,40%,-28,1
CCC(=O)c1ccc(OCC(O)CN2CCN(c3cccc(C(F)(F)F)c3)CC2)cc1 (stereo not given),-8%,-2%,2,-7%,7%,159%,1%,8%,?,-77*,-1
O=C(Cn1ncc2ccccc21)N1CCN(c2cccc(C(F)(F)F)c2)CC1,-2%,0%,-7,-14%,-8%,12%,0%,2%,-7%,-1,2
COC(=O)Cc1ccc(NC(=S)NNC(=O)c2ccccc2Br)cc1,0%,-2%,1,-3%,0%,1.6µM*,-1%,-1%,18µM*,3,6
CC(C)C(=O)Nc1nc(-c2ccc([N+](=O)[O-])cc2)cs1,0%,18%,?,0%,-26%,14%,24%,?,7%,-11,-6
O=C(COC(=O)C1CCC1)Nc1ccccc1Sc1ccccc1,0%,-3%,-17,0%,6%,7%,-11%,-2%,-9%,-1,-2
CCOc1cc(CNCc2cccs2)cc(Br)c1OC,-1%,-5%,-2,2%,4%,9%,3%,-1%,-4%,-2,nt
CCc1ccc(NC(=O)CCc2ccc(CC)o2)cc1,7%,-1%,16,-4%,-5%,-9%[1.91 µM],13%,?,7%,-3,-2
O=C(NCCCO)c1cc2c([nH]c3ccccc32)c(-c2ccccc2)n1,-3%,0%,20,0%,-3%,-2%,-1%,-10%,-1%,-17,-3
CC(=O)Oc1ccc([N+](=O)[O-])cc1N1C(=O)c2ccccc2C1=O,1%,-1%,16,4%,-2%,-7%,1%,2%,-9%,10,6
